mcGAS lum – blocks mouse cGAS activity. Q8C6L5. recombinant cGAS, Kinase-Glo ATP depletion luminescence. inhibition, % at 12.5 µM. actives 0.15% (n = 160,000);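 also: 0% = negative control wells and 100% = reference inhibitor with no enzyme activity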
NPYLR7 ag – mosquito NPYLR7 agonism; activation, % at 10 µM; HEK293T NPYLR7/Galpha15, GCaMP6s calcium fluorescence; AID 1259423; actives 0.15% (n = 270,000); in the data active = activation above about 40%;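 also: 0% = vehicle and 100% = reference agonist at the receptor; some compounds past the cut are filed as inactive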
hcGAS lum – human cGAS inhibition; Q8N884; recombinant h-cGAS, ATP depletion, Kinase-Glo luminescence; inhibition, % at 12.5 µM; actives 0.081% (n = 290,000); AID 1259398;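 also: 0% = vehicle reaction and 100% = reaction without DNA for no activity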
Target sequence (Q8N884 whole entry, looked up): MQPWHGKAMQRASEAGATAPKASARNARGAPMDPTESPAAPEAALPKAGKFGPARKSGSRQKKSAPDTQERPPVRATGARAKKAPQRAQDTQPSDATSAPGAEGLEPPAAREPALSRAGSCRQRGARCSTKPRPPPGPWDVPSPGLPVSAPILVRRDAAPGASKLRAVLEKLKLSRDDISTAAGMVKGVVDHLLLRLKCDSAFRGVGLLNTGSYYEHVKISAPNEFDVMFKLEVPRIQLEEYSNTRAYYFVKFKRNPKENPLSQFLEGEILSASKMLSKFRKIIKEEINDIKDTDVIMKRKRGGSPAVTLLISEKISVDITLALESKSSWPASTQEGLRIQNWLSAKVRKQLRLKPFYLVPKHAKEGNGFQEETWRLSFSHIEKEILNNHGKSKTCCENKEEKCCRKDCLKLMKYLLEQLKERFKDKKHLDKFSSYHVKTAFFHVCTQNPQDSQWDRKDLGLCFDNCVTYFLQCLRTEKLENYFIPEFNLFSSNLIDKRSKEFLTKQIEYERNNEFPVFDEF
* marks the source's active call; other numbers are inactive results; . = no result given; & = joins results of further samples. Rule as the data show it, unless noted: active = inhibition above about 40%; inactive = the rest.

SMILES | mcGAS lum | NPYLR7 ag | hcGAS lum
O=S(=O)(NCc1ccccc1F)C1Cc2ccccc2C1 | . | 4&2 | 1&-5
O=C(O)c1ccccc1NC(=O)c1sc2ccccc2c1Cl | . | -7 | -2
CCOc1ccc(OCCCCOc2ccccc2[N+](=O)[O-])cc1 | . | -5 | 4
O=S(=O)(c1cc(F)ccc1F)N1CCN(c2ncnc3ccccc23)CC1 | . | 9 | -9
CCC(C)NC(=O)c1cc2c(s1)CSC2 (stereo not given) | -4 | 7 | -5
COc1ccc(NC(=O)Nc2nc(COCCO)cs2)cc1OC1CCCC1 | -5 | 12 | -5
COc1cccc(CN2CCN(Cc3ccccc3OC(F)F)CC2CCO)c1 (stereo not given) | . | 1 | -3
COc1cccc(NC(=O)N2CCN(c3nc(-c4ccc(C)cc4)nc4ccccc34)CC2)c1 | -7 | 19 | -2
Cc1cc(C(=O)Nc2ccccc2Sc2c(C)n[nH]c2C)cc(=O)[nH]1 | -9 | -7 | 0
Clc1ccccc1OCCCn1c2ccccc2c2nc3ccccc3nc21 | . | 11 | -3
O=C1CCCc2ccc(NC(=O)N3CCCCC3c3ncc[nH]3)cc21 (stereo not given) | . | 17 | -5
Oc1ccc(N=Nc2ccccc2)c2ccccc12 | . | 2 | -25
COc1ccc(C(=O)NC(C(=O)NC2CC2)C2CCN(C(=O)C3CCCC3)CC2)cc1 (stereo not given) | -5 | 6 | -2
CNc1nccc(N2CCC(CC(=O)N3CCN(C(=O)OC(C)(C)C)CC3)CC2)n1 | -7 | . | -14
O=c1c(-c2ccccc2)cnc2c(-c3ccccc3)c[nH]n12 | . | -3 | 21
CCOC(=O)c1c(C)c(C(=O)CN(C(=O)COc2ccccc2)C2CC2)c(C)n1C | -4 | 17 | -9
CCc1nc2n(n1)C(=O)C(C(c1cccc(F)c1)N1CCCC1)S2 (stereo not given) | -9 | 0 | -10
Cc1noc(CN2CCOc3c(O)cc(-c4nc5ccccc5s4)cc3C2)n1 | . | 10 | -7
O=C(NC1CCCCC1)N1CCCC1c1nnc2ccccn12 (stereo not given) | -7 | 5 | -16
O=C(CSc1nnnn1Cc1cccs1)c1ccc[nH]1 | -5 | -1 | -10
c1ccc(CNCc2cc3ccccc3nc2N2CCCCC2)cc1 | -11 | 12 | -3
Cc1ccc(-n2c(O)c(C=Nc3cc(O)ccc3C)c3ccccc3c2=O)cc1C | -6 | -4 | -7
Cc1nc(N2CCC(C(=O)N(C)Cc3ccc(C(F)(F)F)cc3)CC2)nc2ccccc12 | -1 | -3 | 3
COCCNC(=O)CSc1nc(-c2ccccc2Cl)nc2c1c(=O)n(C)c(=O)n2C | -8 | -5 | -7
CCOC(=O)N1CCCN(C(=O)NCCCOc2cccc3ccccc23)CC1 | . | 2 | -8
O=C(O)c1cc(N2CCC(N3CCCC(C(=O)NC4CC4)C3)CC2)nc2ccccc12 (stereo not given) | . | -1 | 2
O=C(OC1CCSC1)c1ccncc1Cl (stereo not given) | . | -2 | -15
Cc1ccc(S(=O)(=O)NCCNC(=O)c2cc(F)cc(F)c2)cc1 | -14 | -3 | -3
COCC1(C(=O)N2CCCCC2CCn2ccnc2C)CCC1 (stereo not given) | . | 4 | -1
CCCCOC(=O)C(CCCCN1C(=O)c2ccccc2C1=O)N1C(=O)c2ccccc2C1=O (stereo not given) | . | -1 | -6
COc1ccc(C2CCCCN2C(=O)c2ccc(-n3cccc3)nc2)cc1 (stereo not given) | . | 7 | -2
CCN(CC)CCNC(=O)NC1CC(=O)N(c2ccc(OC)c(OC)c2)C1 (stereo not given) | -1 | -17 | 1
O=C(CN1C(=O)NC2(CCCc3sccc32)C1=O)c1ccc[nH]1 (stereo not given) | -5 | 0 | -6
COCCN(CC(=O)Nc1cc(C(C)(C)C)nn1-c1ccc(C)cc1C)C(=O)Nc1cccc(Br)c1 | -3 | 0 | 0
CCOC(=O)C1(Cc2ccc(F)cc2F)CCCN(C(=O)Nc2ccc3c(c2)OCO3)C1 (stereo not given) | -11 | 5 | -10
O=C(OCCN1CCOC1=O)c1cc(-c2ccc(Br)cc2)n[nH]1 | . | 10 | -8
CCCCCN(CC(=O)Nc1cc(-c2ccccc2)nn1-c1ccccc1)C(=O)c1ccc(Br)cc1 | -6 | 5 | -8
O=C(C[n+]1ccc(Cc2ccccc2)cc1)c1cccc([N+](=O)[O-])c1 | -4 | -4 | -5
Cc1cccc(C(=O)N2CCC(n3cnc4cc(C(F)(F)F)ccc43)CC2)c1 | -5 | 1 | -4
COc1ccc(CCNC(=O)c2ccccc2N2CCC(NC(=O)c3ccc(Cl)cc3Cl)CC2)cc1OC | -5 | 0 | -3
COc1ccc(CN(C=O)/C=C2\Sc3ccccc3C2=O)cc1OC | . | -6 | -7
CS(=O)(=O)CCC(=O)Nc1ccc(Cl)cc1-n1cccc1 | -18 | 16 | -7
CC(c1nnnn1-c1ccccc1)N(C)CCOc1ccc(O)cc1 (stereo not given) | . | 1 | 1
CCCc1[nH]n(-c2ccc([N+](=O)[O-])cc2)c(=O)c1C=NCCCN(CC)CC | . | -20 | 7
CCOC(=O)C1=C(C)NC2=C(C(=O)CC(c3ccc(OC)cc3)C2)C1c1cccc([N+](=O)[O-])c1 (stereo not given) | . | 7 | 4
CCS(=O)(=O)c1ccc(CC(=O)Nc2ccc3c(c2)C(=O)NC3=O)cc1 | . | 6 | -3
C#CCOCC(O)CN(CCN1CCOCC1)Cc1cc(C)ccc1C (stereo not given) | -6 | 20 | -5
NC(=O)Cc1cc(Br)c(-c2ccc(N)cc2)s1 | . | -2 | -1
O=S(=O)(c1ccc(Br)s1)N1CCCCC1c1nc2ccccc2s1 (stereo not given) | . | 1 | -11
CC(=O)C(C)n1c(CN2CCOCC2)nc2c1c(=O)[nH]c(=O)n2C (stereo not given) | . | 1 | -1
Cc1cc(C)cc(NC(=O)Cn2nc(-c3ccco3)oc2=O)c1 | . | -3 | 3
COC(=O)c1cc(-c2cccs2)nc2c1c(C)nn2C1CCS(=O)(=O)C1 (stereo not given) | . | 10 | -10
CCOc1ccc(C(=O)Nc2nc(-c3ccc(Cl)cc3)cs2)cc1 | -4 | -4 | 7
O=C(COc1ccc(F)cc1)OCc1cc(-c2cc3ccccc3o2)on1 | . | -2 | -4
Cc1cc(-n2c(SCC(=O)O)nnc2-c2sccc2C)n(C)n1 | -9 | 2 | -3
CCOc1ccc2nc(S(=O)(=O)NC(=O)C3(C)CCN3C(=O)CCc3ccccc3)sc2c1 (stereo not given) | . | 6 | 0
OCCNc1cc(-c2ncccn2)c2cc[nH]c2n1 | . | 5 | -2
Cc1cccc(NC(=O)N(C)C(C)c2ccccc2O)c1 (stereo not given) | . | -1&4 | -8&-4
O=c1[nH]nc(SCc2nc(-c3ccc(F)cc3)no2)n2nc(-c3cccs3)cc12 | -1 | . | -3
CCC(C(=O)Oc1ccc(-c2nc3ccccn3c2NC(C)(C)CC(C)(C)C)cc1OC)c1ccccc1 (stereo not given) | -7 | 0 | -10

(continued)
SMILES | mcGAS lum | NPYLR7 ag | hcGAS lum
O=C(Cn1ccc(=O)[nH]c1=O)Nc1cccc(COc2cccc(F)c2)c1 | . | 6 | -10
CC(=O)NCc1ccc(C(=O)N(c2nc(C)cs2)C2CC2)cc1 | -6 | 3 | -8
Cc1ccc(NC(=O)CSc2nc(=O)n3cccc(C)c3n2)c(C)c1 | . | 12 | -6
CCOC(=O)N1CCC(=Nn2c(CC)n[nH]c2=S)CC1 | . | -12 | 2
Cc1cc(C)cc(C(=O)Nn2cnc3c(cnn3C(C)(C)C)c2=O)c1 | . | 4 | -12
COc1ccccc1S(=O)(=O)NC(C)c1ccc2ccccc2c1 (stereo not given) | . | 3 | -14
CSc1cccc(C(N)c2cc(F)ccc2F)c1 (stereo not given) | . | 0 | -7
CC(=O)NC[C@H]1CCN(C(=O)NC2CCCC2)C[C@H]1N(C)C | -6 | . | -11
COc1ccc(CN2C(=O)N(CC(C)C)C3(CCN(CCC(C)c4ccc(C)o4)CC3)C2=O)cc1 (stereo not given) | -16 | 10 | -1
C#CCOC(=O)CCCC(=O)Nc1ccc([N+](=O)[O-])cc1 | . | -5 | 0
Fc1ccc(C=NNc2ncc(C(F)(F)F)cc2Cl)c(F)c1 | -7 | 22 | -1
Fc1ccc(CN2C[C@H](Oc3ccccn3)[C@H]3C[C@@H]2CC[C@H]3N2CCOCC2)cc1 | -9 | 23 | -3

Part of the list above, tab-delimited.
smiles	mcGAS lum	NPYLR7 ag	hcGAS lum
O=S(=O)(c1cc(F)ccc1F)N1CCN(c2ncnc3ccccc23)CC1	.	9	-9
CCC(C)NC(=O)c1cc2c(s1)CSC2 (stereo not given)	-4	7	-5

In the list so far, seven contain two or more sulfur atoms:
SMILES | mcGAS lum | NPYLR7 ag | hcGAS lum
CCC(C)NC(=O)c1cc2c(s1)CSC2 (stereo not given) | -4 | 7 | -5
O=C(CSc1nnnn1Cc1cccs1)c1ccc[nH]1 | -5 | -1 | -10
O=S(=O)(c1ccc(Br)s1)N1CCCCC1c1nc2ccccc2s1 (stereo not given) | . | 1 | -11
COC(=O)c1cc(-c2cccs2)nc2c1c(C)nn2C1CCS(=O)(=O)C1 (stereo not given) | . | 10 | -10
Cc1cc(-n2c(SCC(=O)O)nnc2-c2sccc2C)n(C)n1 | -9 | 2 | -3
CCOc1ccc2nc(S(=O)(=O)NC(=O)C3(C)CCN3C(=O)CCc3ccccc3)sc2c1 (stereo not given) | . | 6 | 0
O=c1[nH]nc(SCc2nc(-c3ccc(F)cc3)no2)n2nc(-c3cccs3)cc12 | -1 | . | -3

(cont.)
SMILES | mcGAS lum | NPYLR7 ag | hcGAS lum
Cc1cccn2c(=O)c3cc(C(=O)N4CCOCC4)n(C)c3nc12 | . | 0 | -2
Cc1c(C)n2c3c(=O)[nH]c(=O)n(C)c3nc2n1CCN1CCN(c2ccccc2F)CC1 | -8 | 9 | 3
O=C(Nc1ccccn1)c1ccc(S(=O)(=O)N(Cc2ccco2)C2CC2)o1 | -2 | -10 | 2
CCN(C(=O)Cn1ccn2nc(-c3ccc(Cl)cc3)cc2c1=O)c1cccc(C)c1 | -9 | 7 | -8
Cc1ncc(C(=O)N2CCCN(Cc3ccc(F)cc3)C(C(C)C)C2)c(C)n1 (stereo not given) | . | 3 | -3
CCN1CCN(CC(O)COc2ccc(CN3CCc4ccccc4C3)cc2OC)CC1 (stereo not given) | . | 4 | -6
Cc1cc(=O)[nH]c(-c2ccc(NC(=O)/C=C/c3cscn3)cc2)n1 | . | -3 | 3
CNCCNC(=O)C(F)(F)F | -3 | -2 | 1
c1nc(N2CCOCC2)c2nc3n(c2n1)CCCCC3 | . | 4 | -5
COc1cccc(C(CN2CCN(S(=O)(=O)c3ccc(C(F)(F)F)cc3)CC2)OCc2cccc(Cl)c2)c1 (stereo not given) | -6 | 25 | 0
CN=c1scc(-c2c(-c3ccccc3)n(C)c3ccccc23)n1C | -7 | -2&23 | 17&-1
CCc1c(C)nc(-n2nc(C)cc2NC(=O)Cc2ccc(OC)c(OC)c2)[nH]c1=O | -6 | 8 | -8
CN1C[C@]2(C)[C@H](c3ccccc31)[C@@H](CO)CN2S(=O)(=O)c1cccs1 | -2 | 0 | 18
C=C(C)COc1cccc(C(=O)N(C)C(C)c2nccs2)c1 (stereo not given) | . | 4 | -4
COc1ccc(OCc2nc(CSc3nnc(C)s3)cs2)cc1 | -8 | 1 | -6
O=C(c1coc(COc2cccc(C(F)(F)F)c2)n1)N1CCN2CCCC2C1 (stereo not given) | -1 | -1 | -1
CNC(=O)C1(NC(=O)/C=C/c2ccccc2Cl)CCCCC1 | . | 6 | -10
c1ccc(Oc2cccc(CSc3nnc(-c4cc(-c5ccccc5)nc5ccccc45)n3CC3CCCO3)c2)cc1 (stereo not given) | -3 | 3 | 1
Cc1c(-c2ccc(Cl)cc2)n[nH]c1C(=O)N1CCCC(O)(CN(C)C)C1 (stereo not given) | -12 | -5 | -2
CC(C)COC1(C)OC(=N)C(C#N)=C1C(C#N)C#N (stereo not given) | . | 1 | -3
CN1CCc2cc(C(CNS(=O)(=O)c3cccs3)N3CCCCC3)ccc21 (stereo not given) | -7 | 2 | -1
Cc1cc(-n2c(C)cc(CNCCCN3CCCC3=O)c2C)no1 | . | 11 | -6
COC(=O)N[C@H](C(=O)Nc1cc(C(N)=O)n(C)c1)C(C)C | . | 5 | -9
Cc1cccn2c(=O)c3cc(C(=O)NCC4CCCO4)sc3nc12 (stereo not given) | . | 8 | -3
c1ccc(CSc2ccc(-c3ccc(-n4ccnc4)cc3)nn2)nc1 | 2 | -13 | -1
CCC(C(=O)N(CC(=O)N1CC(=O)N(c2cccc(Cl)c2C)C1)Cc1ccco1)c1ccccc1 (stereo not given) | -7 | 9 | -7
Nc1ccc2oc(-c3cncc(Br)c3)nc2c1 | . | -1 | -9
COc1cc(/C=C2/SC(=Nc3ccccc3)NC2=O)cc(OC)c1 | -6 | 7 | -1
Cc1cc(C)c(NC(=O)c2ccc(CN3CCCC3C)cc2)c(C)n1 (stereo not given) | -16 | 7 | -5
Cc1ccc(C2(O)CCN(C(=O)CCn3cnnn3)CC2)nc1 | -14 | -4 | -2
CCc1ccc(NC(=O)Cn2nc3ccc(SC(C)(C)C)nn3c2=O)cc1 | -5 | . | -2
O=C(c1cn(CCc2ccccc2)nn1)N1CCC(C2CCCCC2)C1 (stereo not given) | . | -11 | 0
COc1cccc(C(=O)NCC2c3cc(OC)c(OC)cc3CCN2Cc2cccc(F)c2)c1 (stereo not given) | 3 | 0 | 3

Just NPYLR7 ag and mcGAS lum, for two of the compounds above:
mol	NPYLR7 ag	mcGAS lum
COc1cccc(C(=O)NCC2c3cc(OC)c(OC)cc3CCN2Cc2cccc(F)c2)c1 (stereo not given)	0	3
O=C(c1coc(COc2cccc(C(F)(F)F)c2)n1)N1CCN2CCCC2C1 (stereo not given)	-1	-1
